Assay outcomes (PubChem BioAssay)
NPY-Y1 PAM-ag: NPY-Y1 receptor potentiators or agonists, primary screen, cell-based; activation, % at 3.6 µM; NPY-Y1 expressing cells, potentiator/agonist activation; AID 1304, 2008; 220,000 compounds, 0.37% hits; in the data active means activation above about 33%, passing the limit was not always enough;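 further: cells stimulated with NPY at EC10 then isoproterenol at EC100; 0% = low agonist plus stimulus and 100% = saturating agonist plus stimulus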
Ba/F3 V617F tox: reduced viability of JAK2V617F-dependent Ba/F3 cells, primary screen, JAK2V617F inhibitor project, cell-based, Ba/F3 EpoR-JAK2V617F, luminescence. ATP luminescence. 220,000 compounds, 1.1% hits. inhibition, % at 5.6 µM. AID 1446, 2008;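 active means inhibition above the campaign mean plus 3 SD over all tested compounds, cut at about 24% in these data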;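 further: cytokine-independent growth of Ba/F3 cells driven by EpoR plus mutant JAK2; 0% = DMSO-treated cells and 100% = JAK inhibitor I control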
CHOP inh: inhibitors of CHOP promoter induction, primary screen, cell-based, unfolded protein response, luciferase reporter; CHO-K1 CHOP-promoter luciferase, tunicamycin-induced, 15-18 h; 220,000 compounds, 3.8% hits; inhibition, % at 10 µM; AID 2732, 2010;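 active means compounds that reduced the stress-induced luciferase reporter signal by more than about 70% of percent inhibition, limit read from the data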;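 further: 0% = tunicamycin plus vehicle and 100% = wells without tunicamycin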
NPY-Y2 PAM-ag: NPY-Y2 potentiators or agonists, primary screen, cell-based; Neuropeptide Y receptor type 2 (Homo sapiens), P49146; cells expressing NPY-Y2, potentiator/agonist read-out; activation, % at 3.6 µM; 220,000 compounds, 0.45% hits; in the data active means activation above about 27%;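 further: cells stimulated with NPY near EC25 plus isoproterenol at EC100; 0% = vehicle plus submaximal agonist and 100% = vehicle plus saturating agonist; some results beyond the cut were filed as inactive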
Target sequence (P49146 whole entry, looked up): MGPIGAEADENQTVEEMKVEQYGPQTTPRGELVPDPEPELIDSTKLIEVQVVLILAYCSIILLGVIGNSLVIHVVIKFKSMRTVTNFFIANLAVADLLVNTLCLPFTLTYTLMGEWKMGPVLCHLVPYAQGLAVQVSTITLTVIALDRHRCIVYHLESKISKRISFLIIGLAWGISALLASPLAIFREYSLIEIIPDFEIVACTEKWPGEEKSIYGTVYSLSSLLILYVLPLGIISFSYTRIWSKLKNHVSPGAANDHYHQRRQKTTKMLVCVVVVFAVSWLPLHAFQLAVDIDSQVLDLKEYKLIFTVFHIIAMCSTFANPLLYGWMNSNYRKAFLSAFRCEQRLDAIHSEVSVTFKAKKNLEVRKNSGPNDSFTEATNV
S1P4 antag: S1P4 receptor antagonists, primary screen, cell-based. Sphingosine 1-phosphate receptor 4 (Homo sapiens), O95977. S1P4-expressing cells, antagonist mode, reporter read-out. inhibition, % at 4.98 µM. 220,000 compounds, 0.26% hits. AID 1510, 2009; in the data active means inhibition above about 29%;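 further: 0% = wells stimulated with agonist and 100% = vehicle wells without agonist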
Target sequence (O95977 whole entry, looked up): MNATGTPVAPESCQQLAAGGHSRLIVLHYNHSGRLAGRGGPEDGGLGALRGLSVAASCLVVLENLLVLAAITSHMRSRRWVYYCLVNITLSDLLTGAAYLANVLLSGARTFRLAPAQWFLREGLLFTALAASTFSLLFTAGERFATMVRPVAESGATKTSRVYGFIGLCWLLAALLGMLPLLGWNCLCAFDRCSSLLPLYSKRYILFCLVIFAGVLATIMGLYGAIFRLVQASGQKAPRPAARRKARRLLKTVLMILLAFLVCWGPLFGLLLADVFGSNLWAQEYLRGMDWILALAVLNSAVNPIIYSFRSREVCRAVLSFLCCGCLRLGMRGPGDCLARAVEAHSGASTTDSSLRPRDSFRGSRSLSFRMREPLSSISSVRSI
NPY-Y1 antag: NPY-Y1 receptor antagonists, primary screen, cell-based; Neuropeptide Y receptor type 1 (Homo sapiens), P25929; HEK293-CNG Y1 cells, membrane potential fluorescence; NPY at EC95, then isoproterenol; inhibition, % at 3.6 µM; 200,000 compounds, 1% hits; AID 1040, 2008;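 active means inhibition above the campaign mean inhibition of all tested compounds plus 3 SD, cut at about 20% in these data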;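 further: 0% = DMSO wells given NPY plus isoproterenol and 100% = isoproterenol alone without NPY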
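Benchmarks – high control isoproterenol alone, low control NPY with isoproterenol · Material – HEK293 Y1/CNG channel cell line · Times – dye 3 h, compound 60 min room temperature, stimulation 45 min · Probe or stimulus – NPY (25 nM), isoproterenol (1 µM), Ro 20-1724 (25 µM) · Evaluation – % inhibition of NPY effect · Signal – fluorescence, membrane potential probe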
BaF3 tox: parental Ba/F3 cell viability inhibition, counter-screen for JAK2V617F inhibitor project, murine pro-B, CellTiter-Glo luminescence | CellTiter-Glo ATP luminescence | inhibition, % at 5.6 µM | 220,000 compounds, 1.1% hits | AID 1486, 2009;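 active means inhibition above a per-campaign cutoff, the mean inhibition of all tested compounds plus 3 SD, cut at about 27% in these data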;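 further: 0% = DMSO wells and 100% = JAK Inhibitor I control wells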
S1P4 ag: S1P4 receptor agonists, primary screen, cell-based | Sphingosine 1-phosphate receptor 4 (Homo sapiens), O95977 | S1P4-expressing cell line, agonist reporter assay | activation, % at 4.98 µM | 220,000 compounds, 0.35% hits; in the data active means activation above about 11%;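 further: 0% = DMSO vehicle and 100% = reference agonist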
NCF1 inh: p47phox/p22phox peptide binding inhibitors, primary screen, biochemical, uHTS, NADPH oxidase regulatory subunit. Neutrophil cytosol factor 1 (Homo sapiens), P14598. fluorescence polarization, 2 h. inhibition, % at 24.7 µM. 220,000 compounds, 0.53% hits;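 active means inhibition above about 30%, limit read from the data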;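 further: 0% = p47phox with labelled peptide and 100% = labelled peptide alone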
* hit, by the source's call; · = no result given.

1) CC(C)OP(=O)(c1ccc(N(C)C)cc1)C(O)c1ccncc1 (stereo not given)
2) Nc1c2c3c(sc2nc(=O)n1N)CCCC3
3) CCC(C)NC(=O)c1c(C)cc(=O)oc1C (stereo not given)
4) C=CCn1c(C)cc(C(=O)COC(=O)CNC(=O)c2ccccc2)c1C
5) CC1Cc2cc(/C=C3/SC(=S)N(C)C3=O)ccc2O1 (stereo not given)
6) O=C(O)C1C2CC2CN1C(=O)c1ccc(Cl)cc1 (stereo not given)

assay / compound,1,2,3,4,5,6
NPY-Y1 PAM-ag,-18,5,-20,-15,-6,11
Ba/F3 V617F tox,0,-2,-4,3,1,-1
CHOP inh,12,8,16,87*,-15,-3
NPY-Y2 PAM-ag,14,0,-4,-28,-9,-8
S1P4 antag,-14,-21,-3,3,3,7
NPY-Y1 antag,-4,2,-5,-3,·,0
BaF3 tox,4,3,-1,5,-1,1
S1P4 ag,-1.6,0.9,-1.0,-2.1,0.5,0.5
NCF1 inh,-12,-5,-10,3,-13,-25

7) CCc1nnc(NC(=O)C2CCCN2S(=O)(=O)c2ccccc2)s1 (stereo not given)
8) CCOC(=O)c1ccc(NC(=S)N(Cc2cccnc2)Cc2ccco2)cc1
9) CC(=O)c1ccc(NC(=S)Nc2ccc3[nH]c(=O)[nH]c3c2)cc1
10) N=C1C(c2ccccc2)=C(O)CN1c1ccccc1
11) CC(C)NCc1cccc([N+](=O)[O-])c1
12) Cc1oc(-c2ccccc2)nc1CSc1nc2c(c(=O)[nH]1)CCC2

assay / compound,7,8,9,10,11,12
NPY-Y1 PAM-ag,-8,0,11,16,10,-2
Ba/F3 V617F tox,-1,-1,-1,2,-5,-3
CHOP inh,-5,16,21,5,-5,-13
NPY-Y2 PAM-ag,-8,-19,2,4,21,2
S1P4 antag,-35,-10,-38,8,0,5
NPY-Y1 antag,-3,0,-3,2,2,2
BaF3 tox,1,4,7,0,1,-3
S1P4 ag,-2.0,-0.5,2.8,0.0,-0.9,0.2
NCF1 inh,-3,-4,-14,-7,-4,-6

13) Cc1nnc(SCC(=O)Nc2nsc(-c3ccc(Cl)cc3)n2)s1
14) O=C(CSCc1ccco1)c1ccc(Cl)s1
15) CC(=O)Nc1ccc(N2C(C(C)=O)=NN(c3ccc(Cl)cc3)C2c2sccc2C)cc1 (stereo not given)
16) CCn1cc(Br)c(C(=O)NC(C)c2ccccc2)n1 (stereo not given)
17) Cc1cc(C)c(C#N)c(N2CCN(Cc3ccccc3)CC2)n1
18) CC(C)c1ccc(S(=O)(=O)N2CCN(C(=O)c3ccco3)CC2)cc1

assay / compound,13,14,15,16,17,18
NPY-Y1 PAM-ag,-22,-3,8,-32,78*,6
Ba/F3 V617F tox,0,-1,-5,-1,-6,1
CHOP inh,46,50,62,27,24,18
NPY-Y2 PAM-ag,-1,-4,6,-1,0,12
S1P4 antag,-4,-10,0,2,-4,-6
NPY-Y1 antag,1,-2,1,2,2,2
BaF3 tox,3,4,3,4,5,5
S1P4 ag,-0.8,3.1,-0.5,0.9,2.5,1.3
NCF1 inh,0,-12,-27,-4,3,3

Screen by screen, quoted from above.
BaF3 tox for nos. 2–12 → 3, -1, 5, -1, 1, 1, 4, 7, 0, 1, -3

The list continues.
19) CCCn1c(SCC(=O)c2ccc3c(c2)OCCO3)n[nH]c1=O
20) Cc1[nH]c(C)c2c(=O)[nH]ncc12
21) Cc1ccc(/C=C2/NC(=O)N(c3ccccc3)C2=O)o1
22) CC(C)(C)N1CCC1CN (stereo not given)
23) COc1ccc(Nc2nc(-c3ccc4c(c3)NC(=O)CO4)cs2)cc1
24) CCC(C)(C)NC(=O)C1CCCN1C(=O)NC1CCCCC1 (stereo not given)

assay / compound,19,20,21,22,23,24
NPY-Y1 PAM-ag,19,4,16,-7,12,-2
Ba/F3 V617F tox,0,-2,1,1,-2,-1
CHOP inh,-14,7,8,-4,23,14
NPY-Y2 PAM-ag,-12,4,7,-12,-3,5
S1P4 antag,12,-15,-14,-13,-11,1
NPY-Y1 antag,4,·,3,·,-11,14
BaF3 tox,8,3,3,1,5,5
S1P4 ag,1.6,0.3,-0.6,-0.1,-0.9,2.5
NCF1 inh,-7,-16,-28,-10,-8,-7

Look-ups from the entries so far.
CCCn1c(SCC(=O)c2ccc3c(c2)OCCO3)n[nH]c1=O @ S1P4 antag = 12
COc1ccc(Nc2nc(-c3ccc4c(c3)NC(=O)CO4)cs2)cc1 @ NCF1 inh = -8

Continuation:
25) Cn1ccc(-c2cc(C(=O)O)c3ccccc3n2)n1
26) COc1ccc(-c2cc(CNS(=O)(=O)c3ccccc3)on2)cc1
27) O=C(Nc1nccs1)c1ccc2nccnc2c1
28) O=C(NCc1ccc(F)cc1)C1CCN(S(=O)(=O)N2CCC3(CC2)OCCO3)CC1
29) CCOC(=O)c1cn2nc(Oc3ccc(C)cc3)ccc2n1
30) O=c1c(Cc2ccc(F)cc2)c(O)ccn1CCCN1CCOCC1

assay / compound,25,26,27,28,29,30
NPY-Y1 PAM-ag,-39,-5,7,5,0,-16
Ba/F3 V617F tox,-1,1,-6,4,3,-1
CHOP inh,3,7,8,37,-19,-2
NPY-Y2 PAM-ag,-6,2,-5,-5,-11,-4
S1P4 antag,10,-19,10,-13,3,-4
NPY-Y1 antag,5,0,-2,2,·,2
BaF3 tox,4,1,-1,0,4,5
S1P4 ag,-2.2,2.4,-1.4,-0.9,0.8,0.1
NCF1 inh,10,-25,-9,-9,5,-2

31) Cc1nc(N2CCOCC2)nc(N2CCCCC2)c1[N+](=O)[O-]
32) CCc1c(C(=O)Nc2ccc(S(=O)(=O)N3CCOCC3)cc2)csc1C
33) Cc1nc2c(Br)c3nc(C(F)(F)F)[nH]c3c(Br)c2[nH]1
34) O=C(CSc1nnc(CN2CCOCC2)n1-c1ccc(Cl)cc1)Nc1cc(Cl)ccc1O
35) CCOC(=O)C1=NN(C(=O)Cc2ccccc2)C(O)(C(C)(C)C)C1 (stereo not given)
36) COc1ccc2nc(N/C(N)=N/C(=S)Nc3ccccc3)nc(C)c2c1

assay / compound,31,32,33,34,35,36
NPY-Y1 PAM-ag,-29,-5,7,35,10,-8
Ba/F3 V617F tox,3,-2,6,5,-3,3
CHOP inh,24,33,-5,21,17,-8
NPY-Y2 PAM-ag,-17,7,7,11,-5,-11
S1P4 antag,-7,-25,-3,-13,-4,1
NPY-Y1 antag,-1,-6,-2,-12,3,8
BaF3 tox,7,2,8,5,3,5
S1P4 ag,-0.2,-0.9,-1.8,-0.1,0.5,-0.4
NCF1 inh,-4,-1,-8,-5,-8,-10

37) COc1cccc(N=C(N)N=C(N)N)c1
38) O=C(c1ccco1)N(Cc1cc2ccccc2[nH]c1=O)CC1CCCO1 (stereo not given)
39) CCOC(=O)N1N=C(C)CC1(O)c1ccc(Cl)cc1 (stereo not given)
40) CC(C)Cc1nnc(NC(=O)CCC(=O)Nc2ccc(F)cc2)s1
41) Cc1cccc(C(=O)NNS(=O)(=O)c2ccccc2)c1O
42) O=C1CCCCC1C(Nc1ccc(Br)cc1)c1ccccc1 (stereo not given)

assay / compound,37,38,39,40,41,42
NPY-Y1 PAM-ag,18,-3,7,14,-4,19
Ba/F3 V617F tox,5,69*,-2,-4,-1,2
CHOP inh,-13,8,3,23,20,80*
NPY-Y2 PAM-ag,-14,3,14,-7,1,-2
S1P4 antag,6,-15,0,1,-10,-3
NPY-Y1 antag,·,3,-3,-3,3,-8
BaF3 tox,-3,1,2,2,1,7
S1P4 ag,0.1,1.3,-0.4,-0.6,-0.9,1.5
NCF1 inh,-6,-14,4,2,-3,-17

43) COC(=O)CCSCC(=O)Nc1nnc(C)s1
44) COC(=O)c1nc(N)sc1-c1ccc(OC)cc1
45) Cc1cc2c(n1-c1ccc(C(N)=O)cc1)CC(C)(C)CC2=O
46) CCCc1ccc(OCCNC(=O)CC)cc1
47) Cc1cccc(-c2nnc(SCC(=O)NCc3ccc4c(c3)OCO4)n2C)c1
48) COCC(=O)NC1CCN(CC(=O)Nc2ccc(OC)cc2[N+](=O)[O-])CC1

assay / compound,43,44,45,46,47,48
NPY-Y1 PAM-ag,-7,-12,-32,7,-10,-8
Ba/F3 V617F tox,2,-1,4,-4,1,-1
CHOP inh,-3,23,17,23,15,-44
NPY-Y2 PAM-ag,-2,-1,-7,-4,-17,5
S1P4 antag,-4,-7,3,2,-10,-2
NPY-Y1 antag,-1,1,3,6,2,4
BaF3 tox,2,1,-1,1,0,0
S1P4 ag,0.7,0.3,0.0,2.5,-1.7,-0.7
NCF1 inh,-4,-10,-4,-9,-9,3

49) COCCCNC(=O)CCCC(=O)NCCCOC
50) CCCCCC1CC(CC(=O)Nc2ccc([N+](=O)[O-])cc2)OC1=O (stereo not given)
51) CC(N=Cc1ccccc1O)c1ccccc1 (stereo not given)
52) CCOc1nc(N2CCOCC2)nc(C)c1[N+](=O)[O-]
53) c1ccc2c(c1)CCCN2Cc1nnnn1C1CCCC1
54) Cc1ccc(C(=O)NCC(=O)OCC(=O)N2CCCc3ccccc32)cc1

assay / compound,49,50,51,52,53,54
NPY-Y1 PAM-ag,-8,-7,1,-10,15,-4
Ba/F3 V617F tox,-1,0,3,0,4,1
CHOP inh,-26,91*,28,-7,51,12
NPY-Y2 PAM-ag,4,4,-24,1,-17,-10
S1P4 antag,4,6,-5,-29,1,-30
NPY-Y1 antag,-3,·,8,-6,6,2
BaF3 tox,3,1,6,4,5,4
S1P4 ag,-0.6,-0.2,1.3,0.9,-1.6,0.8
NCF1 inh,6,-5,-11,-15,-9,-5

55) Cc1ccc(C(=O)NNc2ncnc3c2cnn3C)cc1
56) Cc1cc(C)c(NC(=O)CSc2nc3[nH]ncc3c(=O)[nH]2)c(C)c1
57) Cc1ccc2nc3c(cc(C(N)=S)c(=N)n3CCCOC(C)C)c(=O)n2c1
58) CCCCn1c(SCC(=O)OCC)nnc1-c1ccoc1C
59) O=C(Nc1nc(COc2ccccc2)cs1)c1ccccc1F
60) CCc1ccc(C(C(=O)NC2CCCCC2)N(C(=O)c2ccccn2)c2cccnc2)cc1 (stereo not given)
61) COc1cccc(CN(C)C(=O)c2csc3c2CCCC3)c1OC
62) Cc1ccc(N(CC(=O)NCc2ccncc2)S(C)(=O)=O)cc1
63) COc1c(C)cc(C(=O)C2CCCN(C(=O)c3cc(C)nc(C)n3)C2)cc1C (stereo not given)

assay / compound,55,56,57,58,59,60,61,62,63
NPY-Y1 PAM-ag,27,7,5,-5,-36,13,13,-19,1
Ba/F3 V617F tox,-2,-2,-2,1,-1,-3,0,0,-1
CHOP inh,5,-8,-6,1,2,1,23,-3,7
NPY-Y2 PAM-ag,-9,14,7,-1,-22,-4,-7,3,-4
S1P4 antag,-1,-4,-18,-1,-11,-8,0,-7,11
NPY-Y1 antag,·,0,-2,2,10,-2,6,-3,8
BaF3 tox,-1,4,4,6,7,3,7,3,4
S1P4 ag,-0.8,0.8,0.1,0.0,-0.6,1.4,2.7,-1.1,1.4
NCF1 inh,-9,3,-18,-3,-11,-13,-7,-2,5
